Screens as filed in PubChem BioAssay.
FadD28 binding – inhibitors of Mycobacterium tuberculosis FadD28 bisubstrate binding. inhibition, % at 12.5 µM. 0.22% of 360,000 active. FadD28 bisubstrate probe binding, fluorescence polarization. AID 588549; in the data active = inhibition above about 8.5%, passing the limit was not always enough; inconclusive = no clear call, values can overlap the other calls
BioA inh – BioA (M. tuberculosis) enzyme inhibition | purified M. tuberculosis BioA enzyme, plate reader | inhibition, % at 9.99 µM | 0.096% of 360,000 active | AID 602481; in the data active = inhibition above about 40%; inconclusive = no clear call, values can overlap the other calls
Anthrax LF inh2 – anthrax lethal factor protease inhibition; inhibition, % at 10 µM; 0.12% of 360,000 active; P15917; AID 588501; multiplex microsphere protease cleavage assay, LF; note: plate controls were buffer without enzyme for full effect and enzyme alone for no effect
BoNT-A LC inh2 – BoNT A light chain protease inhibition. multiplex microsphere protease substrate cleavage, flow cytometry. inhibition, % at 10 µM. 0.17% of 360,000 active; note: plate controls were buffer without enzyme for full effect and enzyme alone for no effect
BoNT-F LC inh – inhibitors of Botulinum neurotoxin F light chain protease; Multiplex microsphere protease cleavage assay, flow cytometry; inhibition, % at 10 µM; 0.22% of 360,000 active; AID 588497; in the data active = inhibition above about 35%, passing the limit was not always enough; inconclusive = no clear call, values can overlap the other calls; note: plate controls were buffer without enzyme for full effect and enzyme alone for no effect
UGM FP inh – blocks M. tuberculosis UGM enzyme | P9WIQ1 | inhibition, % at 10 µM | purified UGM, fluorescence polarization probe displacement | 0.06% of 320,000 active; in the data active = inhibition above about 10%, passing the limit was not always enough; inconclusive = no clear call, values can overlap the other calls
Target sequence (P9WIQ1 whole entry, looked up): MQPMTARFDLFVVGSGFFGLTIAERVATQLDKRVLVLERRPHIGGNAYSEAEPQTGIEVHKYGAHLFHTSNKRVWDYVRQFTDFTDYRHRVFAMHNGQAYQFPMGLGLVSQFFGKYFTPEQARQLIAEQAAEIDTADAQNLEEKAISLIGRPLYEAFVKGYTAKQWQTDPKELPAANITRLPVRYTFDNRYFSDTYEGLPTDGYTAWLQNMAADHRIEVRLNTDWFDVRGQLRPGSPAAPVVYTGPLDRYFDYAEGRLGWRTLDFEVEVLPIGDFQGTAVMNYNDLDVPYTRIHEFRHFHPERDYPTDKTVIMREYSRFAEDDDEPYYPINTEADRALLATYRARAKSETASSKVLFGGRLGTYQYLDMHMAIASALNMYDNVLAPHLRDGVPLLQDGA
FBA Mtb inh – inhibits M. tuberculosis FBA enzyme. inhibition, % at 1 µM. 2.3% of 360,000 active. purified M. tuberculosis FBA, fluorescence read-out. P9WQA3. AID 588726; in the data active = inhibition above about 27%;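 note: 0% = vehicle and 100% = reference inhibitor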
Target sequence (P9WQA3 whole entry, looked up): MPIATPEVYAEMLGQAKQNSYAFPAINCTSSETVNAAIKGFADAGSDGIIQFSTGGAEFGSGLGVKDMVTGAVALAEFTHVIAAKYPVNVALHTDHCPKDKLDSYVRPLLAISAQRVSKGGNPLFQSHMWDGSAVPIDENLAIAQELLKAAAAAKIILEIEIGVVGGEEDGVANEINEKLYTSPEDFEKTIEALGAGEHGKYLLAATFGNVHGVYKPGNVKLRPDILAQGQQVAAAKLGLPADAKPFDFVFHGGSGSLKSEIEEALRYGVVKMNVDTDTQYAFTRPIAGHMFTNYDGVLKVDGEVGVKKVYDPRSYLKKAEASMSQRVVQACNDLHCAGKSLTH
GDH-TPI counter – inhibits GDH-TPI coupling enzymes, artifact for Mtb FBA screen | GDH-TPI coupled enzyme counterscreen, NADH absorbance | inhibition, % at 4.8 µM | 1.2% of 360,000 active | AID 588335; in the data active = inhibition above about 30%;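 note: 0% = DMSO wells and 100% = wells lacking the enzyme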
PfHsp40 yeast – compounds rescuing yeast from Plasmodium falciparum HSP40 toxicity | S. cerevisiae expressing PfHsp40, growth rescue, ATP luminescence | growth rescue, % at 12.5 µM | 0.68% of 340,000 active | AID 504582; in the data active = growth rescue above about 28%, passing the limit was not always enough; inconclusive = no clear call, values can overlap the other calls;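 note: yeast W303a lacking pdr1 and pdr3 grown in galactose medium; growth measured after three days at 30 °C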
Numbers without * were called inactive; & = joins results of further samples. Cut-off read from the data, not from the text of the source, unless noted: active = inhibition above about 30%; inconclusive = no clear call, values can overlap the other calls; inactive = below that.

For Cc1ccccc1CN1CCC(Oc2ccc(C(=O)N3CCCC3)cc2)CC1 the results were FadD28 binding -0.4, BioA inh -0.4, Anthrax LF inh2 -1, BoNT-A LC inh2 0.7, BoNT-F LC inh 5, UGM FP inh -2.1, FBA Mtb inh 3, GDH-TPI counter 7 and PfHsp40 yeast 1.4.
`CC(C)[C@H](NC(N)=O)C(=O)Nc1ccc(F)c(Cl)c1` gave FadD28 binding -1.0, Anthrax LF inh2 3, BoNT-A LC inh2 -0.1, BoNT-F LC inh -2, UGM FP inh -1.9, FBA Mtb inh 2, GDH-TPI counter 7 and PfHsp40 yeast -0.3.
For CCc1nnc(NS(=O)(=O)c2ccc(NC(=O)c3cccc(OC(F)(F)C(F)F)c3)cc2)s1 the results were FadD28 binding -3.2, BioA inh 2.3, Anthrax LF inh2 inconclusive, BoNT-A LC inh2 inconclusive, UGM FP inh 1.3, FBA Mtb inh 0, GDH-TPI counter -13 and PfHsp40 yeast 1.7.
Screening CCOC(=O)C1(C(F)(F)F)N=C(N(C)C)OC(N(C)C)=N1 returned FadD28 binding -1.7, BioA inh -2.5, Anthrax LF inh2 -3, BoNT-A LC inh2 -0.2, BoNT-F LC inh -12, UGM FP inh -0.2, FBA Mtb inh 0, GDH-TPI counter 2 and PfHsp40 yeast 0.7.
For Cc1nnc(SCC(=O)N2CCC(c3noc4ccc(F)cc34)CC2)s1 the results were FadD28 binding -4.1, BioA inh 5.7, Anthrax LF inh2 1, BoNT-A LC inh2 -0.1, BoNT-F LC inh -3, UGM FP inh -4.6, FBA Mtb inh -3, GDH-TPI counter -11 and PfHsp40 yeast 0.6.
Screening CCOC(=O)CSC1=C(C#N)C(c2ccccc2C)C2=C(CCCC2=O)N1 (configuration not stated) returned FadD28 binding -2.8, BioA inh 6.2, Anthrax LF inh2 -4, BoNT-A LC inh2 -0.5, BoNT-F LC inh -35, UGM FP inh 0.8, FBA Mtb inh 1, GDH-TPI counter 3 and PfHsp40 yeast -0.7.
Screening CC(C)(C)C1(C)OC(C(=O)NC2CCCCC2)C(C(=O)NC2CCCCC2)O1 (configuration not stated) returned FadD28 binding -0.4, BioA inh -1.0, Anthrax LF inh2 0, BoNT-A LC inh2 -0.5, BoNT-F LC inh -14, UGM FP inh -2.4, FBA Mtb inh -2, GDH-TPI counter -13 and PfHsp40 yeast 1.5.
For COc1cc2c(C#N)c(N3CCCC3)nc(N)c2c(N)n1 the results were FadD28 binding -0.2&-0.1, BioA inh -2.2, Anthrax LF inh2 -4&-11, BoNT-A LC inh2 3.5&1.0, BoNT-F LC inh -17&-2, UGM FP inh 3.1&0.1, FBA Mtb inh 5&18, GDH-TPI counter 15&1 and PfHsp40 yeast -0.5&-0.6.
`CCCOn1c(-n2nc(C)cc2C)nc2ccccc2c1=O` gave FadD28 binding 0.1, BioA inh -0.2, Anthrax LF inh2 -3, BoNT-A LC inh2 inconclusive, BoNT-F LC inh -5, UGM FP inh -2.1, FBA Mtb inh 1, GDH-TPI counter 12 and PfHsp40 yeast -0.9.
Screening COC(=O)c1ccccc1NC(=O)CSCC(=O)Nc1ccccc1OC returned FadD28 binding -4.8, BioA inh -0.5, Anthrax LF inh2 -6, BoNT-A LC inh2 -0.2, BoNT-F LC inh -2, UGM FP inh 1.4, FBA Mtb inh 1, GDH-TPI counter -2 and PfHsp40 yeast -0.9.
For CCOc1ccc(C(=O)NCC(c2cccs2)N(C)C)cc1 (configuration not stated) the results were FadD28 binding -1.5, Anthrax LF inh2 3, BoNT-A LC inh2 0.1, BoNT-F LC inh -1, UGM FP inh 0.7, FBA Mtb inh -2, GDH-TPI counter 3 and PfHsp40 yeast 0.6.
`O=C(N/N=C/c1sc2ccccc2c1O)c1ccccc1` gave FadD28 binding -1.1, BioA inh -5.7, Anthrax LF inh2 9, BoNT-A LC inh2 12, BoNT-F LC inh -10, UGM FP inh -5.7, FBA Mtb inh -5, GDH-TPI counter 15 and PfHsp40 yeast -2.1.
O=C(O)c1cc2c(cc1NC(=O)c1c(F)cccc1Cl)OCCCO2 was read as FadD28 binding 0.9, BioA inh -3.5, Anthrax LF inh2 -1, BoNT-A LC inh2 1.5, BoNT-F LC inh 6, UGM FP inh 3.7, FBA Mtb inh -1, GDH-TPI counter 0 and PfHsp40 yeast -1.3.
For Cc1cc([N+](=O)[O-])ccc1P(=O)(O)c1ccc([N+](=O)[O-])cc1C the results were FadD28 binding -1.2, Anthrax LF inh2 -2, BoNT-A LC inh2 -0.1, BoNT-F LC inh 0, FBA Mtb inh -2, GDH-TPI counter 0 and PfHsp40 yeast -1.5.
CCC(=O)NS(=O)(=O)c1cccnc1Nc1ccc(Cl)cc1 was read as FadD28 binding 0.2, BioA inh -0.7, Anthrax LF inh2 2, BoNT-A LC inh2 -0.3, BoNT-F LC inh -3, UGM FP inh -3.3, FBA Mtb inh 4, GDH-TPI counter 13 and PfHsp40 yeast -1.0.

The last two entries of the section above open the next one:
For Cc1cc([N+](=O)[O-])ccc1P(=O)(O)c1ccc([N+](=O)[O-])cc1C the results were FadD28 binding -1.2, Anthrax LF inh2 -2, BoNT-A LC inh2 -0.1, BoNT-F LC inh 0, FBA Mtb inh -2, GDH-TPI counter 0 and PfHsp40 yeast -1.5.
CCC(=O)NS(=O)(=O)c1cccnc1Nc1ccc(Cl)cc1 was read as FadD28 binding 0.2, BioA inh -0.7, Anthrax LF inh2 2, BoNT-A LC inh2 -0.3, BoNT-F LC inh -3, UGM FP inh -3.3, FBA Mtb inh 4, GDH-TPI counter 13 and PfHsp40 yeast -1.0.
Screening C1=C(c2ccccc2)CCN(c2nc3ccccc3n3cnnc23)C1 returned FadD28 binding -3.9, BioA inh 1.8, Anthrax LF inh2 -8, BoNT-A LC inh2 -0.2, BoNT-F LC inh -6, UGM FP inh -0.9, FBA Mtb inh 8, GDH-TPI counter 17 and PfHsp40 yeast 0.1.
`COC(=O)Cc1c(O)ccn(Cc2cccc(C(F)(F)F)c2)c1=O` gave FadD28 binding -2.3, BioA inh -3.9, Anthrax LF inh2 -6, BoNT-A LC inh2 -0.3, BoNT-F LC inh -3, UGM FP inh 3.0, FBA Mtb inh -3, GDH-TPI counter -5 and PfHsp40 yeast 0.9.
Screening O=S(=O)(Nc1ccc(C(O)(C(F)(F)F)C(F)(F)F)cc1)c1cccc2cccnc12 returned FadD28 binding -30, BioA inh 2.1, Anthrax LF inh2 0, BoNT-A LC inh2 -0.1, BoNT-F LC inh 5, FBA Mtb inh -7 and GDH-TPI counter 6.
For Cc1ccc(NC(=S)Nc2cc(-c3ccccc3)[nH]n2)cc1Cl the results were FadD28 binding -3.1, BioA inh -1.6, Anthrax LF inh2 0, BoNT-A LC inh2 -1.3, BoNT-F LC inh -5, UGM FP inh -2.8, FBA Mtb inh 2, GDH-TPI counter -1 and PfHsp40 yeast -0.8.
`C/C(=N\OC(=O)C1CC1)C1CC1c1ccc(F)cc1` (configuration not stated) gave FadD28 binding 1.8, BioA inh -0.7, Anthrax LF inh2 -2, BoNT-A LC inh2 -0.5, BoNT-F LC inh -2, UGM FP inh 0.5, FBA Mtb inh 1, GDH-TPI counter 5 and PfHsp40 yeast 2.6.
For Cc1ccc2cc(C#N)c(NCc3ccco3)nc2c1 the results were FadD28 binding 0.0, BioA inh 0.3, Anthrax LF inh2 5, BoNT-A LC inh2 1.4, BoNT-F LC inh 6, UGM FP inh -0.1, FBA Mtb inh 116*, GDH-TPI counter 5 and PfHsp40 yeast 1.6.
For Cc1ccc(S(=O)(=O)NC2CC3CCC2C3)cc1 (configuration not stated) the results were FadD28 binding -2.0, BioA inh -0.6, Anthrax LF inh2 1, BoNT-A LC inh2 -0.1, BoNT-F LC inh 3, UGM FP inh 2.2, FBA Mtb inh 3 and GDH-TPI counter -8.
`COc1ccc(CN2C(=O)C(CC(=O)NCCCCc3ccccc3)CC(C(=O)N(C(C)C)C(C)C)=C2C)cc1` (configuration not stated) gave FadD28 binding 0.3, BioA inh -0.6, Anthrax LF inh2 -8, BoNT-A LC inh2 0.2, BoNT-F LC inh 4, FBA Mtb inh 4 and GDH-TPI counter 4.
`CC1(C(=O)O)CCC(C(=O)NCCc2ccccc2)C1(C)C` (configuration not stated) gave FadD28 binding 0.7, BioA inh -3.2, Anthrax LF inh2 3, BoNT-A LC inh2 0.6, BoNT-F LC inh -1, UGM FP inh 4.7, FBA Mtb inh 2, GDH-TPI counter 1 and PfHsp40 yeast 0.3.
`CCOc1ccc(C(C)=O)cc1CC(C(N)=O)C(N)=O` gave FadD28 binding 0.1, BioA inh 0.0, Anthrax LF inh2 -1, BoNT-A LC inh2 0.1, BoNT-F LC inh 5, UGM FP inh -4.1, FBA Mtb inh 0, GDH-TPI counter 9 and PfHsp40 yeast -1.1.
CC(=O)c1c(C)[nH]c(C(=O)OCC(=O)NCC(C)C)c1C was read as FadD28 binding -2.8, Anthrax LF inh2 -3, BoNT-A LC inh2 -0.5, BoNT-F LC inh -3, UGM FP inh -1.0, FBA Mtb inh -5, GDH-TPI counter -5 and PfHsp40 yeast 13.
`N#C/C(C(N)=O)=C1/SC=C(c2ccccc2)N1c1ccccc1` gave FadD28 binding -3.0, BioA inh 0.3, UGM FP inh 2.0, FBA Mtb inh 1 and GDH-TPI counter 25.
Screening S=c1[nH]nc(Cn2nnc3ccccc32)n1-c1ccccc1 returned FadD28 binding -1.5, Anthrax LF inh2 -3, BoNT-A LC inh2 -0.2, BoNT-F LC inh 2, UGM FP inh 0.0, FBA Mtb inh 1, GDH-TPI counter 4 and PfHsp40 yeast 0.4.
Screening CCOc1ccc(C(=O)OCC(=O)Nc2cccc(S(=O)(=O)N3CCCC3)c2)cc1 returned FadD28 binding -0.2, BioA inh -0.1, Anthrax LF inh2 -7, BoNT-A LC inh2 -0.6, BoNT-F LC inh -6, UGM FP inh 2.4, FBA Mtb inh 1, GDH-TPI counter -5 and PfHsp40 yeast 3.1.
Screening COc1ccc(CN2C(=O)c3cccnc3C2=O)cc1S(=O)(=O)N1CCCCC1 returned FadD28 binding 1.8, BioA inh 1.3, UGM FP inh -2.0, FBA Mtb inh 2, GDH-TPI counter 3 and PfHsp40 yeast 0.4.
For CCC(C)[C@H](NC(=O)N1CC(=O)Nc2ccccc21)C(=O)Nc1nccs1 (some centres not stated) the results were FadD28 binding -0.8, BioA inh -2.5, Anthrax LF inh2 0, BoNT-A LC inh2 0.9, BoNT-F LC inh -2, UGM FP inh -1.9, FBA Mtb inh -1, GDH-TPI counter 2 and PfHsp40 yeast -0.7.
`CCOC(=O)c1[nH]cnc1C(=O)NC(C)C` gave FadD28 binding 0.4, BioA inh -0.9, Anthrax LF inh2 -1, BoNT-A LC inh2 0.8, BoNT-F LC inh 25, UGM FP inh 1.7, FBA Mtb inh 0, GDH-TPI counter 2 and PfHsp40 yeast 0.1.
Screening O=C(CCNC(=O)C1CCN(S(=O)(=O)c2ccc(F)cc2)CC1)NCCc1cccc(F)c1 returned FadD28 binding -0.5, BioA inh -0.1, Anthrax LF inh2 -1, BoNT-A LC inh2 -2.7, BoNT-F LC inh -3, UGM FP inh 2.2, FBA Mtb inh 1, GDH-TPI counter -7 and PfHsp40 yeast 1.7.
Screening O=S(=O)(Nc1ccc2c(c1)OCCO2)c1cccc(F)c1 returned FadD28 binding -0.6, BioA inh -2.3, Anthrax LF inh2 -13, BoNT-A LC inh2 -1.6, BoNT-F LC inh -1, UGM FP inh 0.3, FBA Mtb inh 0, GDH-TPI counter 6 and PfHsp40 yeast 0.5.
COCCNC(=O)CN(C(=O)Cn1nnc2ccccc21)c1ccccc1C was read as FadD28 binding -0.6, Anthrax LF inh2 -4, BoNT-A LC inh2 -0.3, BoNT-F LC inh 2, UGM FP inh -1.5, FBA Mtb inh -2, GDH-TPI counter 6 and PfHsp40 yeast 0.3.
Screening Cc1c(NC(=O)CSc2nnc3c4ccccc4n(CCc4ccccc4)c3n2)c(=O)n(-c2ccccc2)n1C returned FadD28 binding -4.6, Anthrax LF inh2 -1, BoNT-A LC inh2 -0.5, BoNT-F LC inh -6, UGM FP inh -2.9, FBA Mtb inh -2, GDH-TPI counter 7 and PfHsp40 yeast 0.5.
